Screening data as filed in PubChem.
WT yeast gro inh: growth inhibition of WT yeast, mitochondrial fusion screen. mitochondrial fusion phenotypic screen, WT strain. inhibition, % at 10 µM. actives 2.1% (n = 190,000). AID 1362; in the data active = inhibition above about 58%; tested in S. cerevisiae
RSV CPE inhibition: RSV antiviral activity via CPE protection, HEp-2 cells, primary 10 µM value included (AID 2391); HEp-2 cells, RSV-induced CPE inhibition; higher % means a stronger effect; actives 0.13% (n = 310,000); CPE inhibition, % at 10 µM; hits with a dose series show IC50 in µM; in the data active = a potency from the dose series; inconclusive = CPE inhibition mostly from about 23% at the one dose, without a potency; inactive = the rest, 99 in 100 with CPE inhibition below about 21%; also: strong numbers were not always called active
Large T inhibition: SV40 large T antigen inhibitors, biochemical (AID 1903); SV40 large T antigen ATPase/helicase inhibition assay; higher % means a stronger effect; inhibition, % at 20 µM, or IC50 in µM where a hit was titrated; actives 0.39% (n = 310,000); in the data active = a potency from the dose series; inconclusive = inhibition mostly from about 32% at the one dose, without a potency; inactive = the rest, 99 in 100 with inhibition below about 32%; also: strong numbers were not always called active
MgcRacGAP inhibition: MgcRacGAP GTPase-activating activity inhibitors, confirmation, biochemical, ADP Hunter fluorescence; one-dose inhibition, % at 30 µM; IC50 in µM for titrated hits; MgcRacGAP-stimulated Rac1 GTP hydrolysis, ADP Hunter fluorescence; higher % means a stronger effect; GST-tagged Rac1 F28L mutant substrate; AID 624330; actives 0.6% (n = 340,000);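 active = first-screen hits whose inhibition reached a set limit at any dose in the follow-up dose series; inconclusive = inhibition above the set first-screen limit but never retested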;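 also: fluorescence reports GDP produced by GAP-driven GTP hydrolysis; strong numbers were not always called active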
PhoP inhibition: PhoP-dependent GFP reporter repression – Salmonella Typhimurium, primary screen (AID 1863) | S. Typhimurium PhoP-regulated promoter GFP reporter, 4 h; higher % means a stronger effect | inhibition, % at 50 µM, or IC50 in µM where a hit was titrated | actives 0.16% (n = 300,000);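 active = inhibition over 29.93%, a cutoff 3 SD above the screen mean, later confirmed by dose response; inconclusive = inhibition over 29.93% but no dose response follow-up; inactive = inhibition at most 29.93% or unconfirmed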;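 also: 0% = low Mg2+ inducing control and 100% = high Mg2+ repressing control; strong numbers were not always called active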
West Nile virus CPE: West Nile virus antiviral activity, cell-based, CPE readout (AID 1621); West Nile virus-infected cells, CPE inhibition; higher % means a stronger effect; CPE inhibition, % at 10 µM, or IC50 in µM where a hit was titrated; actives 0.02% (n = 290,000); in the data active = a potency from the dose series; inconclusive = CPE inhibition mostly from about 3.7% at the one dose, without a potency; inactive = the rest, 99 in 100 with CPE inhibition below about 2.2%; also: strong numbers were not always called active
Myeloid diff MLP: promotes myeloid progenitor differentiation; ER-HoxA9 myeloid progenitors, lysozyme-GFP differentiation, flow cytometry; calls only at 10 µM; actives 1% (n = 360,000); AID 624256;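 active = normalized GFP-positive differentiation at or above the plate's own cutoff, the solvent-only control mean plus 3 SD; inconclusive = no clear call, values can overlap the other calls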;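 also: cells exposed to compound for four days before flow analysis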
b-catenin transl: beta-catenin nuclear translocation modulation. HeLa beta-catenin nuclear translocation, immunofluorescence imaging. actives 0.3% (n = 190,000). AID 1665. nuclear translocation activity, % at 5 µM;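 active = nuclear translocation activity above 50% at 5 µM, with a well cell count of 50 or more; inconclusive = wells under 50 cells across six images, flagged as toxic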;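 also: per-cell ratio of nuclear to cytoplasmic median beta-catenin stain intensity; plate controls were DMSO negative control for no effect and GSK-3 inhibitor IX positive control for full effect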
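Test system: human HeLa cells, native beta-catenin. Compound dosing: 5 µM primary single dose, 0.1% DMSO, 0.02–20 µM confirmation series. Incubation: compound exposure 24 h at 37°C. Detection: beta-catenin immunostaining with DAPI counterstain, 20x imaging, 6 fields/well. Read-out basis: Nuclear/cytoplasmic beta-catenin signal ratio, % activation.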
T cell HTS: T cell immune modulators affecting CD8 T cell-vesicle binding; actives 0.068% (n = 330,000); 2C CD8+ T cell-vesicle binding, flow cytometry; hits give low values; calls only at 7 µM;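 active = response, share of CD8 T cells binding vesicles, and their 90th percentile fluorescence all below set limits, cut at about 80% in these data, passing the limit was not always enough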
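Assay system – 2C mouse CD8+ T cells · Also added – QL9-loaded Drosophila micro-vesicles · Timing – Cell–vesicle co-incubation 1.5 h at 37 °C, staining 20 min on ice · Signal – flow cytometry of vesicle-bound cells · Measure – percent CD8+ FL2 mean versus row control · Controls – Peptide-free naked vesicles (low) and QL9 vesicles with 0.7% DMSO vehicle (high)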
WT yeast gro inh mutant strain: also measured in WT yeast gro inh; calls as there; inhibition, %; mitochondrial fusion phenotypic screen, mutant strain inhibition
b-catenin transl cell count 5 µM: second read-out of b-catenin transl, no call of its own (marks repeat the call); cell count; measured here: cell count, cytotoxicity flag
T cell HTS vesicle-bound %: further read-out of T cell HTS, marked with its call; double positive events, %; measured here: CD8+ vesicle-bound cell fraction;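 binding gate set so that unloaded-vesicle control wells show 10% double positive cells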
Myeloid diff MLP GFP+ MAC1+ %: second read-out of Myeloid diff MLP, no call of its own (marks repeat the call); GFP+ MAC1+ double positive, %; measured here: differentiation confirmed by MAC1 staining
Active calls of the source: *; i = inactive; ? = inconclusive; nt = no result given; + = active, no number; & = joins results of further samples. Not a hit list; 3.6% or so of the library scored in one or more.

SMILES	WT yeast gro inh	WT yeast gro inh mutant strain	RSV CPE inhibition	Large T inhibition	MgcRacGAP inhibition	PhoP inhibition	West Nile virus CPE	Myeloid diff MLP	Myeloid diff MLP GFP+ MAC1+ %	b-catenin transl	b-catenin transl cell count 5 µM	T cell HTS	T cell HTS vesicle-bound %
Cc1cc(NC(=O)CN(C)CC(=O)Nc2ccc(F)c(F)c2F)no1	nt	nt	0.3%	nt	6%	nt	nt	i	0.4	nt	nt	i	41
CCOC(=O)N1CCN(C(=O)c2cc(S(=O)(=O)N3CCc4ccccc43)ccc2OC)CC1	nt	nt	-0.5%	9%	4%	-8%	nt	i	0.2	nt	nt	i	27
CN(C)C(=O)c1ccc(NC(=O)c2ccc(-c3ccc(Cl)cc3)o2)cc1	nt	nt	14%	19%	15%	-14%	nt	nt	nt	nt	nt	i	41
COc1cccc(C(=O)/C=C/Nc2cccc(O)c2)c1	2	-2	6.8%	15%	2%	-13%	0.5%	i	1.8	2.2	1035	i	8
O=c1c(Cc2ccc(Cl)cc2)c(O)ccn1Cc1ccncc1	-12	-4	1.5%	12%	1%	8%	0.3%	i	0.7	0.3	980	i	2
O=C(COC(=O)CCNS(=O)(=O)c1ccccc1)NC(=O)Cc1ccccc1	nt	nt	1.5%	nt	6%	nt	nt	i	1.8	nt	nt	i	29
Cn1c(=O)c2c(nc(NC3CCCCC3)n2CC(=O)C23CC4CC(CC(C4)C2)C3)n(C)c1=O	-9	-1	-0.3%	0%	6%	-9%	-0.1%	?	nt	1.0	950	i	54
CN(C)CCNC(=O)C(=O)NCC1CCCN1S(=O)(=O)c1cccs1 (centres undefined)	nt	nt	-0.1%	19%	6%	10%	nt	i	1.2	nt	nt	i	58
O=C1/C(=C/c2ccncc2)N=C2CCCCCN12	nt	nt	2.0%	18%	3%	nt	-0.1%	i	0.1	-0.7	1329	i	16
Cc1cc(C)c(C#N)c(Nc2ccccc2F)n1	nt	nt	1.8%	3%	10%	4%	-0.2%	i	0.7	nt	nt	i	62
Nc1nc(SCc2ccc(F)cc2)n[nH]1	nt	nt	1.5%	6%	13%	-6%	0.1%	i	0.2	nt	nt	i	53
COCCC(=O)Nc1ccc2c(c1)CN(C(=O)c1ccc(CSC)o1)CC2	nt	nt	0.5%	7%	-2%	-8%	-0.4%	i	0.6	nt	nt	i	62
COC(=O)[C@H](CCSC)NC(=O)NCc1ccccn1	-9	10	0.0%	0%	8%	-20%	-0.1%	i	2.0	-2.4	1155	i	51
O=C(Nc1cccc(Cl)c1)Nc1c[nH]c(=O)[nH]c1=O	nt	nt	0.1%	-2%	nt	9%	0.6%	i	0.5	nt	nt	i	24
O=C(Nc1ccc(Br)cc1)C1CCCN(S(=O)(=O)c2cccnc2)C1 (centres undefined)	2	0	5.5%	0%	11%	7%	-0.3%	i	0.8	1.0	1079	i	37
COc1cccc(NC(=O)c2ccc(-n3cccn3)nc2)c1	11	-2	5.0%	1%	7%	12%	0.4%	i	0.9	nt	nt	i	35
Cc1ccc(C(=O)N/C(=C\c2cccs2)C(=O)NCCCN2CCOCC2)cc1	nt	nt	1.7%	11%	1%	-2%	-0.7%	i	2.1	nt	nt	i	45
Cc1c(Cl)cccc1Nc1ncccc1C(=O)O	nt	nt	1.7%	8%	-10%&-1%	-7%	0.0%	i	2.3&2.7	nt	nt	i	31
Cc1ccc2nc(CSc3nnc(-c4ccco4)n3-c3ccccc3)cc(=O)n2c1	nt	nt	4.9%	nt	2%	nt	-1.3%	i	1.0	nt	nt	i	27
O=C(CCc1ccc(S(=O)(=O)NCCc2ccccc2)cc1)Nc1ccc2c(c1)OCO2	-28	-47	0.6%	14%	9%	14%	0.0%	i	7.7	-7.1	1197	i	15
Cc1cc(Cl)ccc1NC(=S)N1CCC(C(N)=O)(N2CCCCC2)CC1	14	3	1.4%	1%	2%	7%	0.3%	i	0.5	-2.5	1070	i	35
Cc1ccc(/C(O)=C2\C(=O)C(=O)N(CCc3c[nH]c4ccccc34)C2c2cccnc2)cc1 (centres undefined)	-8	-6	2.9%	6%	2%	6%	0.1%	i	1.0	-1.1	1088	i	51
c1ccc2c(c1)nc(CN1CCOCC1)n1c3ccccc3nc21	81*	0.5*	0.6%	11%	12%	2%	0.2%	i	1.1	-6.1	1170	i	40
CC(=O)c1nn(-c2ccc(Cl)cc2)cc1C(=O)c1ccc(C)cc1	nt	nt	1.0%	21%	nt	nt	nt	i	0.5	nt	nt	i	32
O=Cc1ccccc1OCCCOc1cccc2cccnc12	nt	nt	0.6%	20%	9%	-5%	0.4%	i	0.4	nt	nt	i	44
Next entries.
SMILES	WT yeast gro inh	WT yeast gro inh mutant strain	RSV CPE inhibition	Large T inhibition	MgcRacGAP inhibition	PhoP inhibition	West Nile virus CPE	Myeloid diff MLP	Myeloid diff MLP GFP+ MAC1+ %	b-catenin transl	b-catenin transl cell count 5 µM	T cell HTS	T cell HTS vesicle-bound %
COc1ccc2c(c1)c1nnc(SCC(=O)NC3CC3)nc1n2C	nt	nt	2.1%	10%	6%	0%	-0.2%	nt	nt	nt	nt	i	42
COc1ccc(NC(=O)COc2ccccc2Cc2ccccc2)cc1S(N)(=O)=O	nt	nt	2.9%	9%	6%	-3%	-0.9%	i	0.9	nt	nt	i	32
CCCCOC(=O)c1ccc(NC(=O)c2c(N)n(C)c(=O)[nH]c2=O)cc1	nt	nt	0.3%	4%	nt	-4%	-0.3%	nt	nt	nt	nt	i	29
COCCNCCOc1ccccc1-c1ccccc1	0	-13	0.6%	13%	16%	48%	-1.3%	i	0.2	nt	nt	i	54
COCCNC(=O)c1onc(CSc2ccc(F)c(F)c2)c1C(=O)NCCOC	nt	nt	0.4%	13%	4%	7%	-0.3%	i	1.3	nt	nt	i	28
CC1CCCN(C(=O)CN2C(=O)c3ccccc3C2=O)C1 (centres undefined)	3	-10	2.6%	12%	4%	9%	0.3%	i	1.1	0.3	1389	i	42
C/C(=N\NC(=O)CNC(=O)C1COc2ccccc2O1)c1ccco1 (centres undefined)	nt	nt	1.1%	7%	5%	-2%	-0.4%	i	0.2	nt	nt	i	30
Cc1ccc(NS(=O)(=O)c2ccc(Cl)c(C(=O)Nc3ccccc3-c3nc4ccccc4[nH]3)c2)cc1C	14	1	-0.4%	4%	3%	0%	0.0%	i	2.3	31	125	i	54
Cc1ccc(N2CCN(C(=S)c3ccc(N(C)C)cc3)CC2)cc1	10	-14	2.9%	7%	13%	10%	-0.4%	i	2.2	0.5	991	i	10
O=C(NCc1ccco1)/C(=C/C=C\c1ccccc1)NC(=O)c1ccc(Br)o1	-19	-14	10%	13%	11%	-14%	-2.1%	i	0.5	-1.7	509	i	43
CC1CCN(CC(=O)Nc2ccccc2C(=O)NC2CC2)CC1	nt	nt	0.5%	nt	3%	nt	nt	i	0.5	nt	nt	i	14
C/C(=N/N1CCN(c2ccccc2)CC1)c1cccc([N+](=O)[O-])c1	2	4	-1.8%	7%	4%	7%	-0.4%	i	0.2	-1.8	1109	i	48
O=C(CCl)Nc1ccccc1C(=O)NCc1ccccc1	-5	14	0.4%	-8%	-1%	-2%	-0.5%	i	0.7	-6.2	1167	i	48
COc1ccc(CCNc2oc(Cc3cccc4ccccc34)nc2C#N)cc1OC	34	23	20%	8%	11%	-6%	-0.4%	i	0.8	nt	nt	i	58
O=C(c1c(F)cccc1F)N(Cc1cccs1)C1CCCC1	-5	6	6.4%	21%	9%	3%	0.1%	i	1.0	-0.2	1590	i	24
CCN(CC)C(=O)CSc1nc(N)c2c3c(sc2n1)CC(C)CC3 (centres undefined)	33	34	38%	7%	7%	-4%	-1.2%	i	0.9	-2.1	1218	i	67
COc1ccc(C(=O)Nc2nnc(Cc3cccs3)s2)cc1OC	-8	-11	6.6%	-1%	4%	-4%	0.0%	+	0.9*	-0.4	1309	i	50
OCCNNC(=S)NC1CC2C=CC1C2 (centres undefined)	nt	nt	nt	6%	1%	-10%	0.6%	i	0.6	1.9	1028	i	29
CN(C(=O)c1ccc2c(c1)C(=O)N(CCC1=CCCCC1)C2=O)C1CCCCC1	42	12	0.1%	0%	-1%	8%	0.0%	i	2.3	nt	nt	i	3
O=C(COC(=O)c1ccccc1Nc1ccccc1)NCc1ccccc1Cl	23	3	4.5%	21%	10%	14%	-0.5%	i	2.4	3.5	958	i	6
CCOC(=O)N1CCN(Cc2nc(CC3CC3)no2)CC1	6	10	0.2%	9%	-1%	1%	-0.1%	i	0.3	-3.0	1030	i	40
Cc1ccc(S(=O)(=O)c2c(N)n(NC(=O)C3CC3)c3nc4ccccc4nc23)cc1	1	4	1.0%	7%	5%	26%	-0.4%	i	0.5	-7.0	933	i	38
COc1ccc(CCNC(=O)C(=O)NN=C2CCCCCCC2)cc1OC	nt	nt	0.2%	-6%	5%	-9%	0.3%	i	0.9	0.4	1247	i	43
CCOC(=O)C1CCN(Cc2nc3ccccc3c(=O)n2-c2ccc(OCC)cc2)CC1	-20	4	nt	1%	-3%	-2%	1.1%	i	8.0	nt	nt	nt	nt
COc1ccc(S(=O)(=O)N2CCC(C(=O)NCCC(=O)NCc3ccccc3OC)CC2)cc1	nt	nt	3.6%	9%	5%	-4%	-0.1%	i	0.3	nt	nt	i	21
O=C(OCc1ccc(COC(=O)c2cccnc2Cl)cc1)c1cccnc1Cl	-4	-13	6.3%	11%	3%	-7%	-0.3%	i	0.3	0.7	1161	i	41
COC(=O)[C@@H]1C2CCC(C(=O)Nc3ccccc3)(CC2)[C@@H]1C(=O)OC	-3	0	0.0%	-7%	11%	7%	0.1%	i	0.8	-0.4	1275	i	22
Cc1ccc(S(=O)(=O)N(C)C)cc1NC(=O)CCNC(=O)c1ccccc1Cl	-2	0	0.3%	1%	6%	11%	-0.3%	i	0.5	1.8	1081	i	7
O=C(N[C@@H](Cc1ccccc1)C(=O)OCC(=O)N1CCOCC1)c1cccs1	-24	1	0.0%	10%	4%	-5%	0.8%	i	0.0	0.5	868	i	50
O=C(NNC(=S)NC(=O)c1cccs1)c1cccnc1	-15	-15	1.2%	12%	-2%	-4%	0.3%	i	0.1	-1.3	1064	i	41
